# TrxR1 substrate – qHTS Assay for Substrates of Mammalian Selenoprotein Thioredoxin Reductase 1 (TrxR1): qHTS; 390,000 tested, 0.01% active; Potency, µM (titrated, usually from 114 µM), for inactives: at the highest dose activity change, negative = substrate turnover; purified TrxR1 substrate turnover, NADPH consumption readout; Thioredoxin reductase 1, cytoplasmic (Rattus norvegicus), O89049; AID 588456, 2011; note: potency is the fitted concentration of half-maximal effect; % is set by controls: 0 for no effect and ±100 for the full control effect; nearly all actives have a fitted effect of over 50% in size
# Target sequence (O89049 whole entry, looked up): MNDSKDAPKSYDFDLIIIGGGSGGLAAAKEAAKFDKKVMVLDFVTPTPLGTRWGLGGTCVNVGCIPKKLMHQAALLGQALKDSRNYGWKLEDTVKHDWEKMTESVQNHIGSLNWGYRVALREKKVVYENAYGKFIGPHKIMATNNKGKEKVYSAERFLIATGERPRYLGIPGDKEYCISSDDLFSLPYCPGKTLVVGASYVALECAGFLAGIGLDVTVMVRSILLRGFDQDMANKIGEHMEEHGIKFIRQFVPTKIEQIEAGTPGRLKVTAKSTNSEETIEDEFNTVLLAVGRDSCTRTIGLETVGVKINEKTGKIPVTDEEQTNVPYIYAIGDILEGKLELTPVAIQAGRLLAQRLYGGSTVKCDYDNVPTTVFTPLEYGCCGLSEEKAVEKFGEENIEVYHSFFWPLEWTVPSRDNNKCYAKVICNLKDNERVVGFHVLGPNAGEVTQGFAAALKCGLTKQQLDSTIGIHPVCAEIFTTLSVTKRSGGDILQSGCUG
#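 Rat TrxR1, dispensed at 90 nM, was prereduced with 400 uM NADPH (final) for 5 min at ~22 deg C, then incubated with compound 15 min before 400 uM selenite. A first-read NADPH fluorescence drop versus no-compound background flagged substrates.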
# Vif-APOBEC3G blk – qHTS for Inhibitors of Vif-A3G Interactions: qHTS | HeLa A3G-eYFP + Vif (tagged APOBEC3G with the HIV-1 protein that degrades it), YFP fluorescence, overnight | Potency, µM (top dose mostly 46.1 µM), for the others: at the top dose activity, negative = active, hits mostly inhibitors | 410,000 tested, 0.076% active;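 note: potency is the fitted concentration of half-maximal effect; % is set by controls: 0 for no effect and ±100 for the full control effect; nearly all actives have a fitted effect of over 60% in size; hits raise eYFP signal because A3G escapes Vif-driven loss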
#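 HeLa cells stably expressing Vif and C-terminally eYFP-tagged A3G, seeded overnight at 37 deg C, then exposed to compound by pintool overnight at 37 deg C. Rise in yellow fluorescence (Ex 488/Em 500-530, Acumen) marks blocked Vif-driven A3G degradation.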
# LDHA block – qHTS assay for inhibitors of human lactate dehydrogenase; 480,000 tested, 0.15% active; L-lactate dehydrogenase A chain (Homo sapiens), P00338; purified LDHA, NADH/diaphorase-resazurin fluorescence; active compounds read low; activity change, % (values are at about 110 or 230 µM); AID 1347041, 2019; in the data active = activity change below about -30%; inconclusive = mostly about -25% to -30%;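 note: plate controls were DMSO wells for no effect and wells without enzyme for full effect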
#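 Human LDH5 (2 nM) was incubated with 0.06 mM NADH and 0.2 mM pyruvate for 5 min at room temperature in Tris pH 7.4. Remaining NADH was coupled through diaphorase/resazurin, and resorufin fluorescence was read at 0 and 20 min.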
# Vif-APOBEC3F blk – qHTS for Inhibitors of Vif-A3F Interactions: qHTS | AID 602313, 2012 | 390,000 tested, 0.2% active | HeLa A3F-eYFP + Vif (tagged APOBEC3F with the HIV-1 protein that degrades it), YFP fluorescence increase | Potency, µM (titrated, usually from 46.1 µM), without a hit: at the top dose activity, negative = active; note: potency is the fitted concentration of half-maximal effect; % of control where 0% means no effect; nearly all actives have a fitted effect of over 65% in size
#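 HeLa cells stably expressing Vif plus C-terminally eYFP-tagged A3F were seeded, incubated overnight at 37 deg C, dosed with compound, incubated overnight again at 37 deg C. Yellow fluorescence (Ex 488/Em 500-530) reported blocked Vif-mediated A3F-eYFP degradation.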
# USP1 inh – Inhibitors of USP1/UAF1: Primary Screen | 390,000 tested, 0.23% active | recombinant USP1/UAF1, Ub-Rhodamine cleavage fluorescence | Ubiquitin carboxyl-terminal hydrolase 1 (Homo sapiens), O94782 | Potency, µM (top dose mostly 57.1 µM), inactives show at the highest dose activity change, negative = inhibition, usual class: inhibitors; note: potency is the fitted concentration of half-maximal effect; % is set by controls: 0 for no effect and ±100 for the full control effect; nearly all actives have a fitted effect of over 60% in size; inactives centre near -12
#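 USP1/UAF1 complex at 1 nM was preincubated with compound for 15 min at room temperature, then Ub-Rho substrate (150nM final) was added. Fluorescence (480/540 nm) was read kinetically, 6 reads every 60 seconds.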
# TrxR1 inh – qHTS Assay for Inhibitors of Mammalian Selenoprotein Thioredoxin Reductase 1 (TrxR1): qHTS. recombinant rTrxR1, NADPH fluorescence consumption, selenite substrate. Thioredoxin reductase 1, cytoplasmic (Rattus norvegicus), O89049. 390,000 tested, 1% active. Potency, µM (titrated, usually from 114 µM), without a hit: at the highest dose activity change, negative = inhibition, usual class: inhibitors. AID 588453, 2011; note: potency is the fitted concentration of half-maximal effect; % is set by controls: 0 for no effect and ±100 for the full control effect; nearly all actives have a fitted effect of over 65% in size
#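 Rat TrxR1 (90 nM in the dispensed reagent) was pre-reduced with 400 uM NADPH for 5 min at room temperature, then incubated with compound for 15 min. After 400 uM selenite was added, NADPH fluorescence (Ex 340/Em 450 nm) was followed for 8 min.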
# mIDH1 inhibitor – qHTS for Inhibitors of mutant isocitrate dehydrogenase 1 (IDH1): qHTS | Isocitrate dehydrogenase [NADP] cytoplasmic (Homo sapiens), O75874 | IDH1-R132H enzyme, NADPH consumption, diaphorase/resazurin fluorescence | Potency, µM (top dose mostly 76.6 µM), without a hit: top-dose activity change, negative = inhibition, usual class: inhibitors | 390,000 tested, 0.093% active; note: potency is the fitted concentration of half-maximal effect; % is set by controls: 0 for no effect and ±100 for the full control effect; nearly all actives have a fitted effect of over 65% in size
# Target sequence (O75874 whole entry R132H, stated change not applied): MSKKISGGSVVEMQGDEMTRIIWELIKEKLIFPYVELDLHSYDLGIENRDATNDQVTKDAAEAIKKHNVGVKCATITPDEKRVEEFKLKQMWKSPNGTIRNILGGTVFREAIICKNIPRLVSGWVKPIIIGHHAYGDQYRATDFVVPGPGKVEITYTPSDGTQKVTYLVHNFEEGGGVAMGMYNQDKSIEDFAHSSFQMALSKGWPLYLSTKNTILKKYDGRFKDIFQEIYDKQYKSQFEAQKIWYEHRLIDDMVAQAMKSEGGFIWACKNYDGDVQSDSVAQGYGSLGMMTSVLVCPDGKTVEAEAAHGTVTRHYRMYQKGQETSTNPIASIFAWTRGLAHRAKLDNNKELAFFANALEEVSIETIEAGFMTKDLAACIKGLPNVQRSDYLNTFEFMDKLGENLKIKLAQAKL
#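 IDH1-R132H (0.5 ug/mL) preincubated 30 min with compound, then NADPH (0.016 mM) and alpha-KG (2 mM) added; 80 min at RT, pH 7.5. Remaining NADPH coupled via diaphorase/resazurin to fluorescence (540/590 nm); concentration-response curves normalized to no-enzyme control.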
# RGS4 inh – Inhibitors of Regulator of G Protein Signaling (RGS) 4: qHTS | Potency, µM (top dose mostly 114 µM), without a hit: at the top dose activity change, negative = inhibition, most hits filed as inhibitors | Transcreener GDP fluorescence polarization, RGS4-accelerated GTP hydrolysis | 390,000 tested, 0.039% active | AID 504845, 2011; note: potency is the fitted concentration of half-maximal effect; % is set by controls: 0 for no effect and ±100 for the full control effect; nearly all actives have a fitted effect of over 75% in size; some results filed as inactive show a strong effect at the top dose
#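 MLSMR compounds (23 nl, pin-transferred) preincubated 10 min at room temperature with a 500nM (2x) first reagent, then RGS4 at 900nM (2x) plus Transcreener GDP mix added; fluorescence polarization (620/688 nm) read before and after 90 min at 30 °C.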
# GRP78 ERSR act – qHTS for Inducers of the Endoplasmic Reticulum Stress Response (ERSR) in Human Glioma: qHTS. 420,000 tested, 0.02% active. Potency, µM, without a hit: at the top dose activation, most hits filed as activators. AID 602332, 2012. U87-MG GRP78 promoter luciferase reporter, 16 h; note: potency is the fitted concentration of half-maximal effect; series mostly up to about 76 µM; % of control where 0% means no effect; nearly all actives have a fitted effect of over 35% in size
#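 Stably transfected U87-MG glioma cells carrying a GRP78-based luciferase sensor; 16 h compound incubation. Luminescence end-point read 10 min after Bright-Glo addition at room temperature.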
# * marks the source's active call; other numbers are inactive results; u = inconclusive; x = no result given; & = joins results of further samples; [ ] = remark or other dose. Unless noted, calls come from the whole dose curve; as a rule, active = well fitted curve in the direction sought with a large enough effect; inconclusive = small, poorly fitted or top-dose-only effect, or another doubt; inactive = no such curve, though single readings can be large; an effect the other way counts as inactive or inconclusive. These rows are one share of the data; count on the stated rates, not on these rows.
SMILES,TrxR1 substrate,Vif-APOBEC3G blk,LDHA block,Vif-APOBEC3F blk,USP1 inh,TrxR1 inh,mIDH1 inhibitor,RGS4 inh,GRP78 ERSR act
O=C(CCC1CCCC1)NNC(=O)c1ccc(F)cc1,2%,-4%,-3,-4%,-17%,11%,-2%,-6%,-3%
COc1cc(/C=C2\SC(=Nc3c(C)n(C)n(-c4ccccc4)c3=O)NC2=O)ccc1O,-14%,1%,7,-3%,-10%,u,16%,-10%,-3%
CSc1cccc(CN2CCN(Cc3ccccc3)C(CCO)C2)c1 (stereo not drawn),2%,-4%,-2,1%,-10%,9%,10%,-25%,1%
CC(C(=O)NCC1CCCO1)n1cccc1C(=O)c1ccccc1 (stereo not drawn),-4%,-5%,-2,-6%,-13%,-1%,4%,9%,-1%
C=CCNC(=O)c1c(Cl)cccc1Cl,-6%,2%,-5,6%,-14%,-9%,10%,-24%,-2%
COc1ccc([C@H]2C[C@@H](n3cc(C4CC4)nn3)[C@H](O)CN2C(=O)c2cccs2)cc1,x,-2%,-8,-1%,-24%,x,-9%,x,-2%
Cc1cc(C(F)F)n2ncc(C(=O)NCc3ccccc3F)c2n1,-4%,-1%,3,0%,-7%,-12%,4%,-24%,-4%
COc1ccc(C(=O)N2CCN(Cc3ccc(OC)c(OC)c3)CC2)cc1,5%,6%,-16,-1%,-24%,33%,-7%,-3%,-3%
O=C1NC(c2ccccc2)=NC1(NS(=O)(=O)c1ccc(Cl)cc1)C(F)(F)F (stereo not drawn),-2%,-4%,-2,-1%,5%,-5%,5%,7%,-2%
CCCNC(=O)c1onc(CSc2ccc(F)c(F)c2)c1C(=O)NCCC,-11%,-2%,-2,-3%,-17%,12%,7%,-15%,-4%
COc1ccccc1N1CCN(C(=O)C(C)NC(=O)c2cccc([N+](=O)[O-])c2)CC1 (stereo not drawn),6%[57.1 µM],0%,-3,10%,-13%,26%[57.1 µM],-3%,14%,-6%
COc1cc2c(cc1OC)CN(C(=O)C1CCCN1S(=O)(=O)c1ccc(C)cc1)CC2 (stereo not drawn),-4%[57.1 µM],-3%,-2,2%,-10%,-11%[57.1 µM],-6%,-9%,-3%
COc1ccc(-c2noc(N3CCC(C(=O)Nc4ccc(F)cc4Cl)CC3)n2)cc1,-2%[57.1 µM],13%,-4,1%,-12%,9%[57.1 µM],-3%,16%,-7%
CCc1cccc(C)c1NC(=O)COC(=O)CNC(=O)c1cccs1,-4%[57.1 µM],-3%,-2,0%,3%,-7%[57.1 µM],8%,-9%,-4%
Cc1ccc(C)c(NC(=O)c2ccc3c(c2)CCN3S(=O)(=O)c2ccccc2)c1,-1%,4%,-6,-7%,u,12%,-9%,11%,-2%
Cc1ccc(OCC(=O)N(C)CC(=O)NCc2ccco2)c(Br)c1,5%,-11%,3,-2%,-13%,u,6%,-29%,2%
Cc1onc(-c2ccccc2Cl)c1C(=O)N(Cc1ccccc1)C(C)C,8%[57.1 µM],2%,-2,12%,-16%,10%,6%,-15%,-4%
CN(/N=C/c1ccc(O)cc1O)c1ncc(C(F)(F)F)cc1Cl,-7%,-17%,4,3%,-31%,5%,-6%,11%,12%
COCCNC(=O)Cn1nc(C)c2c(C)n(-c3ccc(C)cc3)nc2c1=O,5%,-3%,-1,-3%,-30%,12%,u,5%,-2%
Cc1nc(-c2cccc(S(=O)(=O)N3CCC(C(=O)NCc4ccccc4)CC3)c2)no1,-9%[57.1 µM],0%,-3,0%,-8%,-2%[57.1 µM],38%[activator],2%,-2%
O=C(Nc1cccc(-c2nnc(-c3ccccc3)o2)c1)c1ccc(Br)o1,10%,-18%,1,0%,-2%,13%,3%,-34%,-1%
CCOC(=O)C1(Cc2ccc(O)cc2)NC(c2ccco2)C2C(=O)N(c3ccccc3F)C(=O)C21 (stereo not drawn),-13%,-4%,7,-1%,0%,u,-8%,14%,-6%
O=C(CN(C(=O)c1csnn1)c1ccccc1F)NC1CCCCC1,4%[57.1 µM],-1%,-2,-19%,-17%,9%[57.1 µM],-1%,-11%,-6%
COC(=O)CSc1ncc(C#N)c(N)n1,1%,-1%,1,x,3%,1%,6%,25%,-6%
COc1ccc(Cl)cc1NC(=O)Nc1ccccc1SC,-2%,-2%,-3,0%,-9%,26%,3%,-5%,-2%
Cc1cccc(-c2nc(SCCCOc3cc(C)c(Cl)c(C)c3)n3[nH]c(=O)cc3n2)c1,11%[57.1 µM],1%,-3,-4%,-13%,33%[activator][57.1 µM],0%,35%,-3%
CCOC(=O)c1c(S(=O)(=O)N2CCC(C(=O)Nc3ccccc3OC)CC2)c(C)n(CC)c1C,-8%[57.1 µM],-2%,3,-5%,-11%,-2%[57.1 µM],-15%,-10%,-3%
Cc1ccc(Nc2nc(C)cc(C)c2C#N)c(C)c1,x,0%,-18,6%,-26%,x,-13%,x,-5%
O=C(c1cccc(S(=O)(=O)NCc2ccccc2)c1)N1CCN(Cc2ccccc2)CC1,4%[57.1 µM],0%,-4,6%,-12%,-12%,3%,9%,-4%
C/C(=N/NS(=O)(=O)c1cc(C)ccc1C)c1ccc2c(c1)OCO2,-2%,2%,-1,2%,-27%,12%,0%,1%,-5%

# Another view of some results above:
# Values run as follows: TrxR1 substrate | Vif-APOBEC3G blk | LDHA block | Vif-APOBEC3F blk | USP1 inh | TrxR1 inh | mIDH1 inhibitor | RGS4 inh | GRP78 ERSR act
COC(=O)CSc1ncc(C#N)c(N)n1
    1% | -1% | 1 | x | 3% | 1% | 6% | 25% | -6%
COc1ccc(Cl)cc1NC(=O)Nc1ccccc1SC
    -2% | -2% | -3 | 0% | -9% | 26% | 3% | -5% | -2%

# (further entries)
SMILES,TrxR1 substrate,Vif-APOBEC3G blk,LDHA block,Vif-APOBEC3F blk,USP1 inh,TrxR1 inh,mIDH1 inhibitor,RGS4 inh,GRP78 ERSR act
Cc1cc(Cl)c(S(=O)(=O)NC(C)C)cc1OCC(N)=O,5%[57.1 µM],0%,-3,-12%,-13%,7%[57.1 µM],2%,7%,-2%
CCc1cccc(C)c1NC(=O)N(C)C1CCCCC1,-3%,2%,2,-1%,-4%,13%[57.1 µM],12%,-10%,-5%
CCOC(=O)c1sc(NCC2CCCO2)nc1C (stereo not drawn),1%[57.1 µM],0%,-4,-8%,-13%,12%[57.1 µM],6%,-8%,2%
COc1ccc(NC(=O)COC(=O)COc2cccc3c2OC(C)(C)C3)cc1,-13%,0%,-3&5,-3%,-4%,-11%,12%,-31%,-4%
O=C(N/N=C/c1sc(N2CCOCC2)nc1-c1ccccc1)c1ccc(O)cc1,6%[57.1 µM],5%,-7,1%,-13%,9%[57.1 µM],7%,-16%,1%
COCCn1c(N)c(N(Cc2ccccc2)C(=O)COc2ccc(F)cc2Cl)c(=O)[nH]c1=O,1%,0%,0,7%,-7%,1%,2%,3%,-2%
Cc1cccc(Cn2c(CNS(=O)(=O)c3ccc(C(C)C)cc3)nc3cccnc32)c1,6%[57.1 µM],-17%,-9,-1%,-27%,24%[57.1 µM],3%,11%,-1%
COc1ccc(CCNC(=O)C2CCCN(S(=O)(=O)c3ccccc3)C2)cc1 (stereo not drawn),2%,0%,-6,-15%,-9%,9%,-1%,4%,-3%
CNc1oc(-c2cccc3ccccc23)nc1C#N,132%[activator],-14%,3,-7%,-21%,-4%,6%,1%,-2%
NC(=O)c1cc(N2C(=O)C=CC2=O)ccc1Cl,7%,-10%,0,0%,-17%,1µM*,2%,u,-3%
CCc1cccc(CC)c1NC(=O)CNCc1cccs1,3%,-7%,-4,-9%,-22%,13%,-6%,7%,2%
O=C(Oc1cccc2cccnc12)c1ccc2c(c1)OCCO2,0%[57.1 µM],2%,10,4%,-1%,-11%[57.1 µM],-2%,5%,0%
Cc1cccc(C(=O)NNC(=O)C2CCN(C(=O)OC(C)(C)C)CC2)c1,3%,-4%,-3,-7%,-14%,5%,0%,13%,-3%
CN1CCN(C=NC2=NN(c3cccc(C(F)(F)F)c3)CC2)CC1,0%,-18%,5,-6%,-2%,10%,3%,-16%,0%
CCOc1ncccc1C(=O)Nc1cccc(S(=O)(=O)N2CCCCC2)c1,4%,4%,0,-13%,-12%,10%,6%,-11%,-3%
O=C(NCc1ccccc1)c1ccc(NC(=O)C2CCCC2)cc1,-8%,-4%,-3,3%,-31%,-8%,-6%,-10%,0%
O=C(/C=C/c1ccccc1)N(Cc1cccs1)C1CCS(=O)(=O)C1 (stereo not drawn),-1%,-5%,-6,29%,-10%,0%,7%,-6%,-8%
